Bioassay records: PubChem BioAssay, NCI
NCI-60 one-dose screen, 48 h, at 10 µM unless noted. Numbers give growth in % (100 = growth as untreated, 0 = no growth, -100 = all killed).
HS 578T: HS 578T breast cancer | 78,000 tested, 4.1% active | AID 1794788
LOX IMVI: LOX IMVI melanoma | 79,000 tested, 7.4% active
SK-MEL-5: SK-MEL-5 melanoma | 80,000 tested, 6.4% active | AID 1794755
SK-MEL-28: SK-MEL-28 melanoma; 81,000 tested, 4.1% active; AID 1794761
T-47D: T-47D breast cancer; 79,000 tested, 5% active; AID 1794792
SK-MEL-2: SK-MEL-2 melanoma. AID 1794763. 77,000 tested, 4.7% active
BT-549: BT-549 breast cancer. 78,000 tested, 4.4% active
MDA-MB-435: MDA-MB-435 melanoma. AID 1794794. 82,000 tested, 7.8% active
Starred values were filed as active, the others as inactive; . = no result given; & = joins results of further samples. The calls were made as follows: active = growth percent below 10; inactive = the rest.

| cpd | canonical_smiles | HS 578T | LOX IMVI | SK-MEL-5 | SK-MEL-28 | T-47D | SK-MEL-2 | BT-549 | MDA-MB-435 |
| --- | --- | --- | --- | --- | --- | --- | --- | --- | --- |
| 1 | COc1cc(C2CC(c3cc(OC)c(OCCCOc4ccc(-n5c(/C=C/c6ccccc6)nc6ccccc6c5=O)cc4)c(OC)c3)=NO2)cc(OC)c1OC (centres undefined) | 108 | 95 | 96 | 104 | 108 | 92 | 118 | 110 |
| 2 | COc1ccc(-c2cc(Cc3cccs3)c(=O)n(CN3CCN(C)CC3)n2)cc1 | 108 | 90 | 102 | 113 | 94 | . | 101 | 105 |
| 3 | N#C/C(=C\c1ccc(-c2ccc(Cl)c(Cl)c2)o1)c1nc(-c2ccco2)cs1 | 97 | 94 | 70 | 114 | -21* | 108 | 109 | 103 |
| 4 | C=CCOC(=O)CCCCC | 103 | 105 | 109 | 104 | 105 | 102 | 112 | 110 |
| 5 | CC1=C(C)C(=O)C(Nc2cccc(C(=O)OC(C)(C)C)c2)=C(Cl)C1=O | 97 | 63 | 98 | 104 | 5.0* | 96 | 106 | 103 |
| 6 | Cc1cc(Br)ccc1-n1cc(C#N)c(N)c1C(=O)c1ccc(Br)cc1 | 106 | 97 | 96 | 102 | 101 | 108 | 90 | 100 |
| 7 | CC(=O)Oc1ccc(S(=O)(=O)c2ccc(OC(C)=O)c(C)c2)cc1C | 91 | 75 | 93 | 102 | 103 | 113 | 104 | 104 |
| 8 | CCCCN(CCCC)C(=N)c1c(OC)cccc1OC | 102 | 81 | 95 | 100 | 69 | 82 | 92 | 99 |
| 9 | CCc1nc(N)nc(N)c1-c1ccc(Cl)cc1 | 103 | 31 | 24 | 94 | 100 | 105 | 68 | 35 |
| 10 | Cn1cc(-c2noc(-c3cn(C)c4ncccc34)n2)c2cc(Cl)ccc21 | 111 | 93 | 95 | 93 | 54 | 97 | . | 87 |
| 11 | CSc1nc(N)c(C(=O)N(c2ccccc2)c2ccccc2)s1 | 99 | 95 | 92 | 107 | 92 | 96 | 100 | 100 |
| 12 | O=C(CCCCCN1CC(=O)N2[C@H](c3ccc(Br)cc3)c3[nH]c4ccccc4c3C[C@@H]2C1=O)NO | 62 | 57 | 67 | 58 | 43 | 78 | 81 | 60 |
| 13 | CCOC(=O)CC1(C)c2nc(NC(C)=O)sc2Cc2sc(NC(C)=O)nc21 | 116&114 | 108&96 | 84&99 | 112&109 | 98 | 118 | 92&98 | 104&108 |
| 14 | C#C[C@]1(O)CC[C@H]2[C@@H]3CC=C4c5sc(Nc6ccncc6)nc5CC[C@]4(C)[C@H]3CC[C@@]21C | -34* | . | -84* | -55* | 40 | -15* | 16 | -75* |
| 15 | CC(=O)OCCCCCCl | 96 | 96 | 104 | 93 | 96 | 111 | 104 | 97 |
| 16 | Nc1cc(OCc2ccccc2)ccc1OCc1ccccc1 | 120 | 109 | 108 | 106 | 99 | 125 | 107 | 98 |
| 17 | Cc1ccc(/C=C2\SC(=S)N(CCC(=O)Nc3ncc(Cc4ccccc4)s3)C2=O)cc1 | 96 | 96 | 96 | 100 | 92 | 102 | 103 | 105 |
| 18 | O=C1c2cccc3c(NCCO)ccc(c23)C(=O)N1c1cccc(-c2nn(-c3ccccc3)cc2-c2nc3ccccc3s2)c1 | 108 | 88 | 92 | 107 | 92 | 100 | 112 | 108 |
| 19 | CC(C)(C)c1nn(-c2ccccc2)c2c1CC1(CN2Cc2ccc(Cl)cc2)C(=O)c2ccccc2C1=O | 110 | 82 | 79 | 102 | 75 | 92 | 81 | . |
| 20 | Cn1cc(-c2noc(C(=O)c3cn(C)c4ncccc34)n2)c2cc(F)ccc21 | 96 | 97 | 94 | 97 | 79 | 107 | 99 | 93 |
| 21 | O=C(O)CCc1ccc(O)cc1 | 99 | 101&101 | 114&105 | 105&104 | 110&107 | 99&97 | 92&90 | 108&109 |
| 22 | COc1ccc(-c2ccc(NC(=O)Nc3ccc(Cl)cc3)c(C)n2)cc1OC | 104 | 97 | 87 | 103 | 84 | 89 | 99 | 99 |
| 23 | CSc1nc2nc3c(c(-c4ccc(Cl)cc4)c2c(=O)[nH]1)CN(C)C/C3=C\c1ccc(Cl)cc1 | 100 | 101 | 86 | 108 | 113 | 147 | 107 | 96 |
| 24 | CN1C2CCC1CC(OC(=O)c1c[nH]c3ccccc13)C2 (centres undefined) | 98 | 93 | 98 | 99 | 97 | . | 113 | 92 |

Structures above that have a Cl atom:
| cpd | canonical_smiles | HS 578T | LOX IMVI | SK-MEL-5 | SK-MEL-28 | T-47D | SK-MEL-2 | BT-549 | MDA-MB-435 |
| --- | --- | --- | --- | --- | --- | --- | --- | --- | --- |
| 3 | N#C/C(=C\c1ccc(-c2ccc(Cl)c(Cl)c2)o1)c1nc(-c2ccco2)cs1 | 97 | 94 | 70 | 114 | -21* | 108 | 109 | 103 |
| 5 | CC1=C(C)C(=O)C(Nc2cccc(C(=O)OC(C)(C)C)c2)=C(Cl)C1=O | 97 | 63 | 98 | 104 | 5.0* | 96 | 106 | 103 |
| 9 | CCc1nc(N)nc(N)c1-c1ccc(Cl)cc1 | 103 | 31 | 24 | 94 | 100 | 105 | 68 | 35 |
| 10 | Cn1cc(-c2noc(-c3cn(C)c4ncccc34)n2)c2cc(Cl)ccc21 | 111 | 93 | 95 | 93 | 54 | 97 | . | 87 |
| 15 | CC(=O)OCCCCCCl | 96 | 96 | 104 | 93 | 96 | 111 | 104 | 97 |
| 19 | CC(C)(C)c1nn(-c2ccccc2)c2c1CC1(CN2Cc2ccc(Cl)cc2)C(=O)c2ccccc2C1=O | 110 | 82 | 79 | 102 | 75 | 92 | 81 | . |
| 22 | COc1ccc(-c2ccc(NC(=O)Nc3ccc(Cl)cc3)c(C)n2)cc1OC | 104 | 97 | 87 | 103 | 84 | 89 | 99 | 99 |
| 23 | CSc1nc2nc3c(c(-c4ccc(Cl)cc4)c2c(=O)[nH]1)CN(C)C/C3=C\c1ccc(Cl)cc1 | 100 | 101 | 86 | 108 | 113 | 147 | 107 | 96 |

Other structures follow:
| cpd | canonical_smiles | HS 578T | LOX IMVI | SK-MEL-5 | SK-MEL-28 | T-47D | SK-MEL-2 | BT-549 | MDA-MB-435 |
| --- | --- | --- | --- | --- | --- | --- | --- | --- | --- |
| 25 | Cc1c/c(=N\NC(=O)Nc2ccc(F)cc2)oc2cc(O)ccc12 | 113 | 106 | 96 | 98 | 100 | 113 | 103 | 105 |
| 26 | COc1ccc(S(=O)(=O)NCCCNc2nccc(-c3c(-c4ccc(F)cc4)nc4sccn34)n2)cc1OC | 110 | 48 | 60 | 95 | 59 | 101 | 102 | 48 |
| 27 | O=C(NO)c1ccc(Nc2c(C3CCCCC3)nc3ccccn23)cc1 | 80 | . | 98 | 88 | . | 92 | 96 | 87 |
| 28 | O=C(CCl)NCCOc1ccc(Cl)cc1Cl | 85 | 88 | 89 | 107 | 80 | 93 | 94 | 92 |
| 29 | O=C1c2ccccc2C(=O)c2cc(S(=O)(=O)O)ccc21 | 111 | 107 | 103 | 109 | 101 | 106 | 104 | 101 |
| 30 | CNC(=O)c1c(NC(=O)c2ccc(F)cc2F)sc2c1CCC(=O)C2 | 24 | 15 | -65* | 30 | -14* | -4.5* | 6.8* | 12 |
| 31 | CCCc1c(C)nc2scc(-c3ccc(Cl)cc3)n2c1=O | 101 | 96 | 99 | 112 | 87 | 95 | 98 | 108 |
| 32 | COC(=O)[C@@H](N)CCCCNC(=O)[C@]12CCC(C)(C)C[C@H]1C1=CC[C@@H]3[C@@]4(C)CCC(=O)C(C)(C)[C@@H]4CC[C@@]3(C)[C@]1(C)CC2 | 99 | . | 100 | 105 | 72 | 106 | 97 | 102 |

Profiles, quoted from the list.
COC(=O)[C@@H](N)CCCCNC(=O)[C@]12CCC(C)(C)C[C@H]1C1=CC[C@@H]3[C@@]4(C)CCC(=O)C(C)(C)[C@@H]4CC[C@@]3(C)[C@]1(C)CC2 is listed with HS 578T = 99; LOX IMVI = .; SK-MEL-5 = 100; SK-MEL-28 = 105; T-47D = 72; SK-MEL-2 = 106; BT-549 = 97; MDA-MB-435 = 102
O=C(NO)c1ccc(Nc2c(C3CCCCC3)nc3ccccn23)cc1 is listed with HS 578T = 80; LOX IMVI = .; SK-MEL-5 = 98; SK-MEL-28 = 88; T-47D = .; SK-MEL-2 = 92; BT-549 = 96; MDA-MB-435 = 87

(next part)
| cpd | canonical_smiles | HS 578T | LOX IMVI | SK-MEL-5 | SK-MEL-28 | T-47D | SK-MEL-2 | BT-549 | MDA-MB-435 |
| --- | --- | --- | --- | --- | --- | --- | --- | --- | --- |
| 33 | O=c1/c(=C/c2ccc(Cl)cc2Cl)sc2nc(-c3ccccc3)nn12 | 98 | 95 | 107 | 117 | 90 | 107 | 122 | 107 |
| 34 | CN(C)C/C=C/C(=O)Nc1cc2c(Nc3ccc(F)c(Cl)c3F)ncnc2cc1OCCOC(F)F | -19* | 15 | 38 | 49 | -1.2* | 44 | 5.7* | 5.6* |
| 35 | CC(C)(C)CC(C)(C)c1ccc(OCCO)cc1 | 95 | 99 | 119 | 141 | 105 | . | . | 115 |
| 36 | Nc1c(C(=O)Nc2cncc3ccccc23)sc2nc3c(cc12)C(=O)CCC3 | 95 | 98 | 69 | 79 | 102 | 83 | 93 | 23 |
| 37 | COc1ccc(-c2nc(-c3ccccc3)c(-c3ccccc3)n2C2CC2)cc1OC1CCCC1 | 64 | 28 | 13 | 70 | 44 | 70 | 73 | 58 |
| 38 | CCS(=O)(=O)c1ccc(OC)c(N)c1 | 120 | 107 | 99 | 109 | 95 | 89 | 97 | 110 |
| 39 | Oc1[nH]c2ccccc2c1/C=c1/cc2c(c(-c3ccc(F)cc3)n1)=Nc1ccccc1-2 | -7.8* | -58* | -39* | -47* | -37* | -3.7* | -31* | -30* |
| 40 | Oc1ccc(-c2nn(-c3ccccc3)cc2-c2nc3ccccc3[nH]2)cc1 | 104 | 90 | 92 | 119 | 84 | 121 | 95 | 112 |
| 41 | O=C(CNC(=O)c1cccc2ccccc12)Nc1ccccc1Oc1ccccc1 | 30 | 15 | -33* | 58 | 12 | 35 | -0.6* | -5.1* |
| 42 | Clc1ccc(C2=NNC(c3sc(Cl)nc3Cl)C2)cc1 (centres undefined) | 107 | 87 | 100 | 106 | 81 | 96 | 95 | 101 |
| 43 | Cc1ccc2[nH]c(=O)c3c(c2c1)Oc1ncn2nc(C)nc2c1C3c1ccc(Cl)cc1 (centres undefined) | 100 | 89 | 92 | 106 | 86 | 99 | 86 | 98 |
| 44 | CCCCCCC[C@@H](O)CC(=O)N[C@@H](CC(C)C)C(=O)N[C@@H](CC(C)C)C(=O)N[C@H](CCC(N)=O)C(=O)N[C@@H](CC(C)C)C(=O)N[C@H](CO)C(=O)N[C@H](C(=O)N[C@H](CC(C)C)C(=O)N[C@@H](CC(C)C)C(=O)O)[C@@H](C)CC | 83 | . | 99 | 98 | 99 | 114 | 104 | 97 |
| 45 | O=C(Nc1ccc2c(ccn2C(=O)c2cccc(F)c2)c1)c1cccnc1 | 108 | 95 | 103 | 105 | 110 | 102 | . | 101 |
| 46 | CC(=O)Nc1ccc(/C=C2\SC(=S)N(/C=C(\C(C)=O)C(N)=O)C2=O)cc1 | 96 | 78 | 89 | 93 | 88 | 88 | 92 | 90 |
| 47 | COc1ccc(-c2c(N)noc2-c2cc(OC)c3c(c2)OCCO3)cc1 | 26 | 20 | -21* | . | 64 | 50 | 20 | -7.5* |
| 48 | COc1ccc(S(=O)(=O)Cl)cc1 | 112 | 95 | 100 | 104 | 97 | 97 | 110 | 97 |

Individual results from the entries so far.
SK-MEL-5 with compound 44 = 99
T-47D with compound 48 = 97
T-47D with compound 46 = 88

Additional compounds:
| cpd | canonical_smiles | HS 578T | LOX IMVI | SK-MEL-5 | SK-MEL-28 | T-47D | SK-MEL-2 | BT-549 | MDA-MB-435 |
| --- | --- | --- | --- | --- | --- | --- | --- | --- | --- |
| 49 | CC(COc1ccccc1)N(CCCl)Cc1ccccc1 (centres undefined) | 100 | 93 | 89 | 106 | 70 | . | 90 | 96 |
| 50 | CC[C@]1(O)C[C@@H]2CN(CCc3c([nH]c4ccccc34)[C@@](C(=O)OC)(c3cc4c(cc3OC)N(C)[C@H]3[C@@](O)(C(N)=O)[C@H](O)[C@]5(CC)[C@@H]6C[C@@H]6CN6CC[C@]43[C@@H]65)C2)C1 | 30 | 18 | . | 68 | 93 | 22 | 12 | -40* |
| 51 | CN(C)C(Cl)(N(C)C)C(Cl)(N(C)C)N(C)C | 105 | 114 | 110 | 111 | 116 | 115 | 108 | 99 |
| 52 | Cc1ccc([N+](=O)[O-])c(C(=O)O)c1 | 98 | 101 | 102 | 111 | 111 | 111 | 101 | 103 |
| 53 | Fc1ccc(-c2cnnn2-c2nonc2-n2cccc2)cc1 | 88 | 84 | 93 | 84 | 86 | 106 | 122 | 80 |
| 54 | Sc1ccc2ccccc2c1CNC1CCCCC1 | 82 | 89 | 100 | 110 | 97 | 100 | 130 | 105 |
| 55 | C/C=C/C(=O)Nc1ccc(Cl)c(Cl)c1 | 106 | 106 | 102 | 120 | 102 | 136 | 101 | 105 |
| 56 | Cc1noc(C)c1C(=O)Nc1n[nH]c2ccccc12 | 180 | 102 | 94 | 140 | 87 | 123 | 84 | 110 |
| 57 | Cc1ccc(/C=C(\C#N)n2nc3cccc(F)c3n2)cc1 | 91 | 86 | 90 | 96 | 74 | 95 | 102 | 51 |
| 58 | COc1cc(Cn2c(-c3ccccc3)cc3c2-c2oncc2CC3)cc(OC)c1 | -6.3* | 27 | 5.1* | 50 | 46 | 22 | 8.4* | -39* |
| 59 | Nc1ccc(/C=C\C(=O)c2ccccc2)cc1 | 109 | 102 | 102 | 115 | 119 | 109 | 110 | 112 |
| 60 | COc1ccc(/C=N/n2c(-c3cc(F)c(Cl)cc3Cl)n[nH]c2=S)cc1 | 83 | 92 | 97 | 98 | 93 | 96 | 111 | 108 |
| 61 | CCCCCCCCCCOC(=O)C(C)OC(=O)OC (centres undefined) | 93 | 89 | 106 | 113 | 94 | 101 | 100 | 102 |
| 62 | CC(C)c1ccc2c(c1)CC[C@H]1[C@](C)(C#N)CCC[C@]21C | 105 | 106 | 97 | 99 | 98 | 99 | 103 | 102 |
